Screening results (PubChem BioAssay)
Lipid storage S3 = qHTS Assay for Lipid Storage Modulators in Drosophila S3 Cells; Drosophila S3 cells, BODIPY lipid droplet fluorescence, 18-24 h; cells fed with added oleic acid; Potency in µM for hits, for the others lipid storage change, negative = inhibition, % at the top dose, mostly 46.1 µM; actives 0.64% (n = 320,000); AID 2685; active = well fitted inhibition curve with a large enough effect in the signal ratio, with a control signal flat, not every such curve was filed as active; inconclusive = small, poorly fitted or top-dose-only effect, or effect the other way, or a change in a side signal; the % refers to the signal ratio
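Laser-scanning cytometry quantifies lipid droplet accumulation (500–530 nm total intensity; droplet/cell object ratio) in oleic acid-fed (400 uM added) Drosophila S3 cells treated with a concentration series. 20 uM Triacsin C defined 100% inhibition.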
Lipid storage S3 cell count max = further read-out of Lipid storage S3, marked with its call; cell number change, %; measured here: cell count max response;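 cells counted by Cell Tracker Red CMTPX staining in the red channel; peak over a dose series mostly up to 46.1 µM; percent activity relative to internal control wells on each plate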
* = called active by the depositor; i = inactive; ? = inconclusive; / = not tested or not shown; [ ] = dose if it differs, or a comment. % is set by controls: 0 for no effect and ±100 for the full control effect; potency is the fitted concentration of half-maximal effect. The list is partial (hit frequency here may not be typical).

cpd	SMILES	Lipid storage S3	Lipid storage S3 cell count max
1	CCOc1cccc(-c2nnc(SCC(=O)Nc3cc(C)ccc3OC)n2N)c1	?	/
2	CC/C(=N\NC(=O)OC)c1ccc(OC(F)F)cc1	?	/
3	O=C(COC(=O)CCC(=O)c1cccs1)NC1CCCCC1	?	/
4	Cc1nc(C(F)(F)F)c(C(=O)NC(=O)Nc2ccccc2)s1	10.9%	1.7
5	Cc1ccc(/C=N/NC(=O)CSc2nc3ccccc3n2Cc2ccccc2)o1	?	/
6	O=C(NCc1ccco1)c1ccc2c(c1)C(=O)N(Cc1ccccc1)C2=O	?	/
7	CC(=O)Nc1ccc2nc(C)n(Cc3ccc(Cl)cc3)c(=O)c2c1	-11.5%	-22.3
8	CC(O)c1ccc(OCCN(C)c2ccccn2)cc1 (stereo unspecified)	?	/
9	O=C(O)CCSc1nc2ccc(Br)cc2[nH]1	?	/
10	CCN(CC(=O)NCc1ccc(F)cc1)C(=O)CN1CCN(c2ccc(OC)cc2)CC1	?	/
11	COc1ccc(-n2c(SCC(=O)N3CCOCC3)nnc2C(C)N2CCCCC2)cc1 (stereo unspecified)	i	9.7
12	CCN(c1ccccc1)S(=O)(=O)c1ccc(OC)c(OC)c1	?	/
13	CN1CCN(C(=S)NC(=O)c2cccc([N+](=O)[O-])c2)CC1	?	/
14	O=C1C2CC=CCC2C(=O)N1c1ccc(OCC(O)Cn2nnc3ccccc32)cc1 (stereo unspecified)	?	/
15	Cc1c(-c2ccccc2)oc2c(C(=O)OCC(=O)Nc3cccc(F)c3)cccc2c1=O	?	/
16	CCn1cc(C(=O)NCCCOC)c(=O)c2cc(S(=O)(=O)N3CCC(C)CC3)ccc21	-21.3%	-8.9
17	Nc1nc(COC(=O)C2CCN(C(=O)c3ccc(Cl)cc3)CC2)nc(Nc2ccccc2)n1	?	/
18	CCc1nnc(NC(=O)CSc2ccc(-c3ccc(-n4cccn4)cc3)nn2)s1	24.0%	/
19	CCn1c2ccccc2c2cc(NS(=O)(=O)c3ccccc3C)ccc21	-8.9%	11.9
20	CCOc1cc(/C=C2\C(=O)NN(c3ccccc3)C2=O)cc([N+](=O)[O-])c1O	3.1%	3.8
21	N=c1c2c3c(sc2nc2n1CCCCC2)CCCC3	0.6%	-1.8
22	COc1ccc2nc(NC(=O)c3c(C)noc3C)sc2c1	?	/
23	CC(=O)Nc1ccc(NC(=O)COC(=O)c2n[nH]c3ccccc23)cc1	?	/
24	Cc1cc2cc(CCNC(=O)C3c4ccccc4Oc4ccccc43)c(=O)[nH]c2cc1C	9.1%	1.7
25	CCN(CC)Cc1c(O)c(Cl)cc2c(C)c(C)c(=O)oc12	?	/
26	O=[N+]([O-])c1ccc(S(=O)(=O)N2CCN(Cc3ccco3)CC2)cc1	?	/
27	Cc1cc(C)nc(/N=C(\N)Nc2ccc3c(c2)OCCO3)n1	12.5%	-4.1
28	Cc1ccccc1C(=O)OC(C)C(=O)NCc1ccc2c(c1)OCO2 (stereo unspecified)	?	/
29	COc1cc2c(cc1NC(=S)Nc1ccccc1C)oc1ccccc12	?	/
30	C=CCn1c(SCC(N)=O)nnc1-c1cc2c(s1)CCC(CC)C2 (stereo unspecified)	-11.0%	-23.1
31	COc1ccc(Cc2nnc(SCC(=O)N3CCCCC3)o2)cc1	-4.2%	-13.1
32	CCCCc1ccc(NC(=O)c2c(C)noc2C)cc1	?	/
33	O=C(CCOc1ccc(F)cc1)Nc1nccs1	13.0%	-3.4
34	O=C(CC(Cc1ccccc1)C(=O)O)NCCc1ccc2c(c1)OCO2 (stereo unspecified)	16.4%	6.6
35	Cc1cc(C)n(-c2ccn(Cc3ccc(Cl)cc3Cl)c(=O)n2)n1	-8.7%	-8.8
36	COc1ccc(N2CCN(Cc3nc4sc(C)c(C)c4c(=O)[nH]3)CC2)cc1	i	9.8
37	Cc1ccc(OCC(=O)OC(C)C(=O)NC2CCCCC2C)cc1C (stereo unspecified)	-13.1%	7.8
38	Cc1cc(C)cc(C(=O)NCC(=O)OCC(=O)NCC(F)(F)F)c1	-7.6%	-0.4
39	O=[N+]([O-])c1cn(Cc2ccccc2)cn1	?	/
40	O=C(Nc1cccc(Br)c1)c1cc(=O)c2ccccc2o1	20.0%	-22.2
41	CCC1C(=O)n2nc(-c3ccccc3)cc2N=C1C (stereo unspecified)	1.3%	-3.6
42	CCc1noc(C)c1C(=O)N1CC(C)SC1=Nc1ccc(Cl)cc1 (stereo unspecified)	-9.0%	-6.9
43	Cc1ccc(C(=O)Nc2ccc(C(=O)N3CCCCC3)cc2)cc1	-6.5%	0.1
44	O=C(Nc1ccc([N+](=O)[O-])cc1)Nc1nc(-c2ccc(Cl)s2)cs1	?	/
45	Cc1cccc(NC(=O)COC(=O)CCc2ccc(S(=O)(=O)N3CCOCC3)cc2)c1C	9.5%[9.22 µM]	9.0
46	COc1ccc(-c2ccnc3ncnn23)cc1	-1.1%	-1.0
47	COC(=O)C(C)Sc1ccc2nnc(CCNS(=O)(=O)c3ccccc3)n2n1 (stereo unspecified)	1.6%	13.2
48	COc1ccc2c(c1OC)C(=O)OC2Nc1nc(-c2cccc([N+](=O)[O-])c2)cs1 (stereo unspecified)	2.7%	18.3
49	CC(C)c1nc(Cl)c(C#N)c2c1CCCC2	-3.7%	-15.6
50	Cn1c(=O)c2cn(-c3cccc4ccccc34)cc2n(C)c1=O	?	/
51	COc1cc(OC)cc(C(=O)NC(C(=O)NCCN(C)C)C23CC4CC(CC(C4)C2)C3)c1 (stereo unspecified)	-1.9%	2.1
52	CCc1ccc(NC(=O)/C(C#N)=C/c2cn(CC(=O)O)c3ccccc23)cc1	14.7%	10.3
53	Cc1ccc(S(=O)(=O)N2CCN(C)CC2)cc1C(=O)NC1CCCCC1	11.7%	12.4
54	CC(=O)NC(Cc1ccc(F)cc1)C(=O)NC1CCN(S(=O)(=O)c2ccccc2)CC1 (stereo unspecified)	?	/
55	CCN1CCN(c2c(Cl)cccc2NC(=O)c2ccc(Br)o2)CC1	?	/
56	CCOCCCn1c(=N)c(C(=O)NCc2ccc3c(c2)OCO3)cc2c(=O)n3cccc(C)c3nc21	0.2%	-6.6
57	N#Cc1cccc(Oc2ccc(S(=O)(=O)N3CCCC3)cn2)c1	?	/
58	NCCCCc1ccc2ccc3cccc4ccc1c2c34	?	/
59	CC1(OC(=O)CCc2ccccc2)C(=O)C=C2C=C(c3ccc(C#N)cc3)N(CCN3CCOCC3)C=C2C1=O (stereo unspecified)	?	/
60	O=C1CCCc2ccccc2N1Cc1ccc(F)cc1	?	/

Three entries out of the list above, arranged by their value in Lipid storage S3 cell count max, descending:
cpd	SMILES	Lipid storage S3	Lipid storage S3 cell count max
45	Cc1cccc(NC(=O)COC(=O)CCc2ccc(S(=O)(=O)N3CCOCC3)cc2)c1C	9.5%[9.22 µM]	9.0
46	COc1ccc(-c2ccnc3ncnn23)cc1	-1.1%	-1.0
31	COc1ccc(Cc2nnc(SCC(=O)N3CCCCC3)o2)cc1	-4.2%	-13.1

The results go on:
cpd	SMILES	Lipid storage S3	Lipid storage S3 cell count max
61	COc1ccc(C2(c3ccc(OC)cc3)NC(=O)N(CC(=O)Nc3ccc(C(N)=O)cc3)C2=O)cc1	?	/
62	COC(=O)c1ccc(-c2cc(C(=O)O)c3cc4c(cc3n2)OCCO4)cc1	-8.1%	/
63	COc1ccc2nc(NC(=O)CN3CCN(C)CC3)sc2c1	1.2%	0.3
64	C/C(=N\Nc1ccc(Cl)c(C(=O)O)c1)c1ccccn1	4.8%	21.7
65	COc1cccc(O)c1CN1CCC(Oc2ccc(C(=O)NCc3ccccn3)cc2)CC1	?	/
66	CC1CCCC(NC(=O)CN2CCN(S(=O)(=O)c3ccc(Br)s3)CC2)C1C (stereo unspecified)	?	/
67	Cc1ccnc(NC(=O)CCC(=O)N(CC(=O)NCc2ccccc2)Cc2ccccc2)c1	i	14.2
68	CCc1c(C)nc2ncnn2c1N1CCN(S(=O)(=O)c2ccc(OC)cc2)CC1	7.7%	23.2
69	O=C(O)C1CCC(N2C(=O)c3c(Cl)c(Cl)c(Cl)c(Cl)c3C2=O)CC1 (stereo unspecified)	5.5%	1.8
70	Cc1csc(=O)n1CCC(=O)OCC(=O)N(CC(C)C)c1c(N)n(Cc2ccccc2)c(=O)[nH]c1=O	?	/
71	CC(=O)N1CCc2cc(Br)cc(S(=O)(=O)NCc3ccc(Cl)cc3)c21	i	-7.9
72	CC(C)c1nc(C(=O)N2CCc3c([nH]c4ccccc34)C2c2ccccn2)cs1 (stereo unspecified)	10.8%	8.1
73	Cn1c(SCC(=O)NC(=O)NCc2ccccc2)nnc1C(F)(F)F	?	/
74	Cc1cc(OC(C)C(=O)NCC2CCC(C(=O)O)CC2)c2c(C)c(C)c(=O)oc2c1 (stereo unspecified)	?	/
75	Cc1ccccc1CS(=O)(=O)CCC(=O)NCc1ccc(F)cc1Cl	?	/
76	Cc1c(C)n(CCc2ccccc2)c2ncnc(NN)c12	0.1%	-9.8
77	O=C(c1cc2nc(C3CC3)cc(C(F)F)n2n1)N1CCOCC1	i	-1.0
78	O=C(N/N=C/c1ccsc1)c1cc(O)cc(O)c1	10.5%	/
79	O=C(Nc1cccnc1Cl)c1cc(-c2cccc(Cl)c2)on1	-19.4%	/
80	O=C(N/N=C/c1ccc2c(c1)OCO2)c1ccc(Cn2cc([N+](=O)[O-])cn2)o1	?	/
81	CCCCCCCN1C(N(C)C)=NC[C@@H]1Cc1ccccc1	?	/
82	Cc1nn(C)cc1S(=O)(=O)N1CCN(c2ccccc2F)CC1	?	/
83	Cc1nc2cc(Cl)c(Cl)cc2n1-c1ccccn1	?	/
84	O=C(Nc1ccc(Br)cc1)c1ccc(N2C(=O)C3CC=C(Cl)CC3C2=O)cc1 (stereo unspecified)	?	/
85	C=CCc1ccc(OC(=O)c2ccccc2)c(OC)c1	0.1%	4.3
86	COc1ccc(S(=O)(=O)NCC2CCCN(C(=O)c3cccnc3)C2)cc1 (stereo unspecified)	10.4%	-7.0
87	CC(c1ccccc1)N1C(=O)NC(NC(=O)C(C)(C)C)(C(F)(F)F)C1=O (stereo unspecified)	-1.7%	-4.2
88	CN(C)c1ccc(C(=O)Nc2cccc(S(=O)(=O)NC3=NCCCCC3)c2)cc1	?	/
89	O=C(Cn1c(=O)[nH]c2sc3c(c2c1=O)CCCC3)NCC1CCCO1 (stereo unspecified)	?	/
90	COC(=O)[C@H](Cc1ccccc1)NC(=O)C1(OC(C)=O)CC(OC(C)=O)C(OC(C)=O)C(OC(C)=O)C1 (stereo partly specified)	?	/
91	CN1CCN(C(=O)CCN2C(=O)/C(=C\c3ccc(Cl)cc3Cl)SC2=S)CC1	0.8%	-9.7
92	O=C(NC(=O)c1ccccc1)OCC(F)(F)F	?	/
93	CCCN(CCC)CCCNC(=O)CN1C(=O)CSc2ccc(S(=O)(=O)N3CCOCC3)cc21	-5.3%	-18.0
94	CCNC(=S)N/N=C/c1cccc(C)c1	?	/
95	CC(Oc1ccc([N+](=O)[O-])cc1)C(=O)NCC1CCCO1 (stereo unspecified)	?	/
96	O=C(OCc1c(Cl)cccc1Cl)c1cnccn1	?	/
97	CCCOC(=O)c1ccc(Oc2cn[nH]c2-c2ccc(OCC)cc2O)cc1	?	/
98	CC(Sc1nc2ccc(Br)cc2[nH]1)C(=O)O (stereo unspecified)	?	/
99	COc1ccc(OC)c(NC(=O)C(=O)N/N=C/c2ccccc2[N+](=O)[O-])c1	-6.4%	-10.9
100	CCN(CC)C(=O)CSc1nnc(-c2cccnc2)n1CCc1ccccc1	?	/
101	CCOC(=O)COc1ccc(S(=O)(=O)c2ccc(OCC(=O)OCC)cc2)cc1	?	/
102	O=C1CNC(=S)N1Cc1ccc(Cl)cc1	?	/
103	CN(CC(=O)Nc1ccc(C(N)=O)cc1)CC(=O)Nc1ccccc1Cl	?	/
104	Nc1ccccc1C(=O)NCc1ccco1	?	/
105	ClC1(Cl)CC1Cn1c(C2CC2)nc2ccccc21 (stereo unspecified)	-8.3%	-0.7
106	Cc1ccccc1Nc1nc2ccccc2n1C(C)C	3.8%	3.8
107	O=C(O)c1ccccc1N1C(=O)C2C3CCC(C3)C2C1=O (stereo unspecified)	?	/
108	COc1ccccc1C(CNC(=O)c1ccc(NS(=O)(=O)c2ccc3c(c2)OCCO3)cc1)N(C)C (stereo unspecified)	?	/
109	COc1cccc(N2CCN(C(=O)CN(C)S(=O)(=O)c3ccc4c(c3)c(=O)n(C)c(=O)n4C)CC2)c1	7.7%	6.0
110	CCN1C(=NCc2cc(OC)c(OC)c(OC)c2)N[C@@H](c2cccc(C(F)(F)F)c2)C(C(=O)OC)=C1C	-8.0%	/
111	O=C1NC2(CCCc3ccccc32)C(=O)N1Cc1nnc(-c2ccccc2Br)o1 (stereo unspecified)	?	/
112	CN(C)c1cc[n+](CC(=O)Nc2ccccc2C(F)(F)F)cc1	18.8%	-2.6
113	CNC(=O)c1c(NC(=O)c2nc3ccccc3s2)sc2c1CCC2	?	/
114	C=CCn1c(SCC(=O)O)nnc1-c1cccs1	i	-13.5
115	O=C(c1cc2ccccc2oc1=O)N1CCSC1c1ccco1 (stereo unspecified)	i	/

Reformatted with the structure last: three of the compounds above.
no.	Lipid storage S3	Lipid storage S3 cell count max	canonical_smiles
96	?	/	O=C(OCc1c(Cl)cccc1Cl)c1cnccn1
111	?	/	O=C1NC2(CCCc3ccccc32)C(=O)N1Cc1nnc(-c2ccccc2Br)o1 (stereo unspecified)
106	3.8%	3.8	Cc1ccccc1Nc1nc2ccccc2n1C(C)C
